# Mcl1-Bid inh = Mcl-1/Bid interaction inhibition; TR-FRET Mcl-1/Bid-Dy647 peptide binding, 1536-well; inhibition, % at 21.7 µM; actives 0.97% (n = 220,000); AID 1021;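 active means compounds that cut the binding signal by more than half at the single screening dose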;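 further: His-tagged Mcl-1 with europium anti-His antibody binding Bid BH3 peptide; 0% = Mcl-1 plus peptide wells and 100% = peptide-only wells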
# Target sequence (Q07820 whole entry, looked up): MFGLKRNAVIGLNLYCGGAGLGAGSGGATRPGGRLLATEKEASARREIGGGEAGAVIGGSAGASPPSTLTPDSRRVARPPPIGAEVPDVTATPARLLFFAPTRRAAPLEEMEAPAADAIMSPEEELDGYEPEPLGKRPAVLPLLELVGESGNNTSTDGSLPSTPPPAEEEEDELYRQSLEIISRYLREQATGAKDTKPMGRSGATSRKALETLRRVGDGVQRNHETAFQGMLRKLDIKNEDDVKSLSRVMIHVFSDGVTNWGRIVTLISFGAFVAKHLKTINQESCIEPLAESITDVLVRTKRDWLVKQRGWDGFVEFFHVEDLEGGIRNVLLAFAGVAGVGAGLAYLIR
# Avidin fluor = avidin bead compound fluorescence profile. Avidin beads, compound fluorescence 488/530 nm, flow cytometry; stronger effect = higher value. fluorescence (KMESF) at 10 µM. actives 0.38% (n = 220,000). AID 1775; in the data active means fluorescence above about 47; further: inactives centre near 10
# Mcl1-Noxa inh = disrupts binding of human Mcl-1 to Noxa peptide; Q07820; actives 1.5% (n = 220,000); inhibition, % at 21.7 µM; TR-FRET Mcl-1/Noxa peptide binding, 2 h;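 active means compounds that cut the protein-peptide binding signal by more than 50% relative to plate controls in a single-dose test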;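 further: His-tagged Mcl-1 with rhodamine Noxa BH3 peptide and terbium anti-His antibody; 0% = Mcl-1 plus Noxa peptide wells and 100% = peptide-only wells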
# * = called active by the depositor. These rows are one share of the data; rates above refer to the full screens.
Mcl1-Bid inh	Mcl1-Noxa inh	Avidin fluor	Compound
-38.1	-18.6	9	C#CCOCCOCCOCCNc1nc(N2CCN(C(=O)[C@H](CCCCN)n3cc(C(N)COC(=O)C(F)(F)F)nn3)CC2)nc(N2CCN(C(=O)[C@H](CCCCN)n3cc(C(N)CC(C)C)nn3)CC2)n1 (stereo partly drawn)
-70.0	-6.4	15	Fc1cccc(CCN2C(=S)NC[C@@H]2CC2CCCCC2)c1
-46.3	21.0	10	O=[N+]([O-])c1ccccc1NCc1c(O)ccc2ccccc12
-5.5	22.6	5	Cn1c(N)c(N=Nc2ccc(S(N)(=O)=O)cc2)c(=O)n(C)c1=O
-16.0	8.3	8	COc1cccc2c1C(CO)N1C(C#N)C3CC(C(=O)O)C(C1C2)N3C (stereo not drawn)
-52.3	-7.1	8	COc1ccc(C2/C=C\CN(C(=O)c3ccc(C)cc3)[C@H](Cc3ccccc3)C(=O)N2Cc2ccc(F)cc2)cc1 (stereo partly drawn)
-0.2	-7.8	7	Nc1nc2ccc([N+](=O)[O-])cc2[nH]1
4.9	3.7	6	Cc1nc([N+](=O)[O-])cn1-c1nc2ccccn2c1[N+](=O)[O-]
-121.2	-72.8	8	CC1=NN(c2nc3ccccc3[nH]2)C(=O)C1Cc1ccccc1 (stereo not drawn)
-29.4	-15.5	15	CCN(CC)CCC(c1ccc2c(c1)OCO2)c1c(OC)cc(OC)c2ccc(=O)oc12 (stereo not drawn)
-81.0	11.7	8	COC(=O)c1cccc2nc3c(C(C)O)cccc3nc12 (stereo not drawn)
-12.0	-19.4	11	O=C(Nc1cccnc1)c1cccc([N+](=O)[O-])c1
-30.9	-10.7	19	Cc1ccc(NC(=O)Nc2cccnc2)cc1NC(=O)Nc1cccnc1
-18.1	11.3	12	O=C1NC[C@H](c2ccccc2)N(CCc2cc(C(F)(F)F)cc(C(F)(F)F)c2)C1=O
-10.5	4.0	8	Cc1ccc(-c2nc(-c3nccc4ccccc34)oc2-c2ccccc2)cc1
-39.9	-9.8	7	CCCCCCN(C(=O)CCCCCN1C(=O)NC(c2ccc(-c3ccccc3)cc2)C(C(=O)OCc2ccccc2)=C1C)C(C(=O)NCCCC)c1ccc(-c2ccccc2)cc1 (stereo not drawn)
-4.9	11.2	10	CCCNc1nc(C)cc(-c2cc(-c3ccccc3)on2)n1
-2.5	16.8	5	CC(C)(C)c1ccc(-c2nc(O)c(CC(=O)O)s2)cc1
-24.8	29.7	8	COc1ccc(/C=C2\CCCc3c2nc2ccccc2c3C(=O)O)cc1OC
-30.1	-13.3	10	COC(=O)C1=C(C)N(Cc2ccccc2)C(=O)N[C@H]1c1cccc(C(F)(F)F)c1
-22.8	-8.2	8	C=C1[C@@H](C)C2[C@H](Cc3ccccc3)NC(=O)[C@]23OC(=O)CC[C@H](O)CCC[C@H](C)C/C=C/[C@H]3[C@@H]1O (stereo partly drawn)
-31.2	2.2	8	CCOC(=O)Nc1ccc2nc(N3CCCCCC3)sc2c1
-4.0	-15.4	6	Nc1nc(N)c(C=Nc2ccc(Br)cc2)c(Nc2ccc(Br)cc2)n1
1.5	5.9	9	O=C(CCn1c(=O)oc2ccccc21)Nc1ccc2c(c1)OCCO2
-100.1	19.2	8	COc1cc(O)c(C(CC(=O)N2CCN(c3ccccc3)CC2)c2ccc3c(c2)OCO3)c(OC)c1 (stereo not drawn)
2.5	-8.3	4	CC1(C)c2ccccc2-c2nc3ccccc3cc2C1O (stereo not drawn)
-68.5	-59.3	2	O=c1c2[nH]c3ccc(Br)cc3c2ncn1Cc1ccncc1
-39.2	-3.7	6	O=C(Oc1ccc[nH]c1=O)c1cc([N+](=O)[O-])cc([N+](=O)[O-])c1
-124.3	-5.1	8	Cn1c(SCC(=O)NNC(=S)Nc2ccccc2)nnc1-c1ccncc1
15.3	2.2	8	COc1ccc(CCNc2ccc(C(CC(N)=O)NC(=O)Cc3cccc4ccccc34)cc2[N+](=O)[O-])cc1 (stereo not drawn)
-15.8	-4.6	9	CCOc1ccc(N=C/C=C/c2ccccc2)c(O)c1
-0.8	52.8*	3	Cc1ccc(C=C2C(Cl)=C(Cl)C(Cl)=C2Cl)cc1
-0.3	8.7	7	Cc1cc2c(cc1C)NC1=C(N2)OC(c2cccc(O)c2)C1=O (stereo not drawn)
-20.4	4.8	10	COc1ccc(CC(=O)N2CCc3cc(OC)c(OC)cc3C2O)cc1OC (stereo not drawn)
-47.8	-0.1	11	CC1CCN(c2c(NCC3CCC(C(=O)NCCCc4ccccc4)CC3)c(=O)c2=O)CC1 (stereo not drawn)
-7.8	-20.9	33	CC(C)CN1C(=O)/C(=C/c2c(N3CCc4ccccc4C3)nc3ccccn3c2=O)SC1=S
-14.4	-2.4	57*	CC12CCC(C(=Nc3ccc(N=C4C(=O)C5(C)CCC4C5(C)C)cc3)C1=O)C2(C)C
-39.5	2.3	7	Oc1cc(Br)ccc1C=Nc1ccc(N2CCCCC2)cc1
-44.9	-67.6	6	Cc1ccc(-c2nc(NC(=O)CSc3nnc4scc(-c5ccccc5)n34)ns2)cc1
-13.5	-6.5	11	O=C(Nc1ccc(Cl)cc1)Nc1cccc2nsnc12
-41.8	-14.5	9	Cc1nc2cccnc2nc1C
-29.6	-4.3	8	O=C(NCc1ccco1)C1CC(c2ccccc2C(F)(F)F)=NO1 (stereo not drawn)
-36.8	15.2	12	O=C(O)c1nn(-c2ccccc2-c2n[nH]c(=O)[nH]c2=O)c(=O)[nH]c1=O
-26.7	9.3	9	C=C(CO)C1Cc2cc(C(C)=O)ccc2O1 (stereo not drawn)
-70.6	-14.4	8	Cn1c(SCc2ccccn2)nc2c1c(=O)[nH]c(=O)n2C
-148.7	-0.6	7	CCCSc1nc2c(c(=O)n(C)c(=O)n2C)n1C
-43.9	10.8	8	CC1(c2nnc(-c3ccc(Cl)cc3)o2)CC(c2ccncc2)=NO1 (stereo not drawn)
-22.1	-52.2	8	O=[N+]([O-])c1ccc(C2=NCCO2)cc1
-23.9	19.2	19	COc1cc(NC(=O)c2ccnnc2)cc(C(=O)Nc2cccc(C(F)(F)F)c2)c1
42.8	22.3	7	CCOC(=O)c1ccc(Nc2sc(C(=O)c3cccc([N+](=O)[O-])c3)c(N)c2C#N)cc1
-2.6	-5.5	9	NC1=NC[C@H](Cc2ccccc2)N1CCc1cc(C(F)(F)F)cc(C(F)(F)F)c1
-48.3	2.6	15	COC(=O)c1cccc(C23CC4(C2)[C@H](CN(C)[C@@H]4c2ccccc2)C3c2ccccc2)c1 (stereo partly drawn)
-38.9	-14.0	7	COc1ccc([C@H]2C=C3CN(C(=O)OC(C)(C)C)S(=O)(=O)[C@H]3C[C@H]2OC(=O)c2ccc(C(F)(F)F)cc2)cc1
-89.0	1.8	8	CC1(OC(=O)C2CCCC2)C(=O)C=C2C=C(c3ccsc3)N(Cc3ccc4c(c3)OCO4)C=C2C1=O (stereo not drawn)
-10.1	3.4	6	C#CCSc1n[nH]c(-c2ccco2)n1
-1.8	4.6	6	C#CCOCCOCCOCCNc1nc(N2CCN(C(=O)[C@H](CCC(=O)O)n3cc(C(N)Cc4ccc(O)cc4)nn3)CC2)nc(N2CCN(C(=O)[C@H](Cc3ccc(O)cc3)n3cc(C(N)[C@H](C)CC)nn3)CC2)n1 (stereo partly drawn)
-32.4	-1.6	8	CCCCCC(=O)N1CC2(CC(c3cccc(NC(=O)CC)c3)=NO2)C[C@H]1C(N)=O (stereo partly drawn)
-47.3	-14.3	17	NCCCC[C@H]1CNC(=O)C(=O)N1CCc1cccc(F)c1
-5.8	-0.5	6	NC(=O)Nc1n[nH]c(-c2ccccc2)n1
-92.0	9.2	9	CCSc1nnc(NC(=O)CSc2nc3c(c(=O)n2CCOC)SC(C)C3)s1 (stereo not drawn)

# Compounds above that have a thiophene ring, fused or not:
Mcl1-Bid inh	Mcl1-Noxa inh	Avidin fluor	Compound
42.8	22.3	7	CCOC(=O)c1ccc(Nc2sc(C(=O)c3cccc([N+](=O)[O-])c3)c(N)c2C#N)cc1
-89.0	1.8	8	CC1(OC(=O)C2CCCC2)C(=O)C=C2C=C(c3ccsc3)N(Cc3ccc4c(c3)OCO4)C=C2C1=O (stereo not drawn)

# Fetched one by one from the entries so far:
Mcl1-Bid inh	Mcl1-Noxa inh	Avidin fluor	Compound
-89.0	1.8	8	CC1(OC(=O)C2CCCC2)C(=O)C=C2C=C(c3ccsc3)N(Cc3ccc4c(c3)OCO4)C=C2C1=O (stereo not drawn)
-22.1	-52.2	8	O=[N+]([O-])c1ccc(C2=NCCO2)cc1
-1.8	4.6	6	C#CCOCCOCCOCCNc1nc(N2CCN(C(=O)[C@H](CCC(=O)O)n3cc(C(N)Cc4ccc(O)cc4)nn3)CC2)nc(N2CCN(C(=O)[C@H](Cc3ccc(O)cc3)n3cc(C(N)[C@H](C)CC)nn3)CC2)n1 (stereo partly drawn)
-48.3	2.6	15	COC(=O)c1cccc(C23CC4(C2)[C@H](CN(C)[C@@H]4c2ccccc2)C3c2ccccc2)c1 (stereo partly drawn)
42.8	22.3	7	CCOC(=O)c1ccc(Nc2sc(C(=O)c3cccc([N+](=O)[O-])c3)c(N)c2C#N)cc1
-26.7	9.3	9	C=C(CO)C1Cc2cc(C(C)=O)ccc2O1 (stereo not drawn)

# Next section.
Mcl1-Bid inh	Mcl1-Noxa inh	Avidin fluor	Compound
-2.5	22.4	4	[NH-]c1ncnc2c1N=C[N+]2=CC=CCO
-49.8	10.3	10	C/C=C(/C)C(=O)Nc1cccc(C2=NOC3(C2)C[C@@H](C(N)=O)N(C(=O)C2(C)CC2)C3)c1 (stereo partly drawn)
-12.4	-1.5	2	Clc1ccc(/C=C/c2nc(Cl)c(-c3ccc(Cl)cc3)c(Cl)n2)cc1
-58.4	3.2	6	O=C(Nc1ccc(O)c2c(=O)cc(-c3ccccc3Cl)oc12)c1ccc(F)cc1
-17.9	7.0	9	COC(=O)c1ccccc1NCCO
34.1	61.5*	8	O=C(Nc1ccc(Cl)cc1)c1cc2c(cc1O)[nH]c1ccccc12
-7.6	16.5	14	C=C1CCN(CC(=O)OC)S(=O)(=O)c2ccccc21
-14.8	20.4	5	Cc1ccc(S(=O)(=O)N2CCOCC2)cc1C(=O)N(C)CCOc1ccc(Cl)cc1
-6.6	4.7	14	O=C1C(Br)=Cc2cccc3cccc1c23
17.7	31.1	9	Cc1ccc(O)c(C(=O)c2cnn(C(=O)COc3ccccc3C#N)c2)c1
-113.0	-7.7	8	CN(C)c1ccc(-c2cccc(C3CC=CC4C3C(=O)N(Cc3ccccc3)C4c3ccc(C(F)(F)F)cc3)c2)cc1 (stereo not drawn)
16.3	14.0	7	O=S(=O)(O)c1nc2ccccc2n1Cc1cccc2ccccc12
-43.0	-18.6	13	COC(=O)[C@@H]1C[C@@]2(O)[C@H](O)[C@H](O)[C@H](O)C[C@H]2N1Cc1ccc(C(F)(F)F)cc1
-23.1	1.1	8	O=C(/C=C/c1cccnc1)c1ccccc1O
-67.0	4.2	8	COc1cc(C(CCN2CCCC(C)C2)c2c(OC)cc(OC)c3c(-c4ccccc4)cc(=O)oc23)cc(OC)c1OC (stereo not drawn)
-32.9	-12.3	7	NC(N)=NC(N)=Nc1cccc(Cl)c1
-17.5	-5.9	4	CCOc1ccccc1/C=C(/C#N)C(N)=O
-6.1	-4.0	7	CSc1cccc(NC(=O)Nc2nc3c(C)cccc3s2)c1
-86.9	4.1	8	COC(=O)CCCC1=CC2=CC(=O)C(C)(OC(=O)c3cccs3)C(=O)C2=CN1C1CCCCC1 (stereo not drawn)
-10.3	-2.4	5	CCCCCC(=O)N1CCCC1
-31.0	-11.1	6	S=c1nc[nH]c2c1ncn2C1CCCC1
-150.2	11.1	6	CCOC(=O)/C(C#N)=C1\SS/C(=C(/C#N)C(=O)OCC)S1
9.0	60.2*	7	CNC(=O)c1c(NC(=O)c2cc(-c3cc(C)c(C)cc3O)n[nH]2)sc2c1CCCC2
-37.7	-1.7	8	COC(=O)N1C/C=C\C(c2ccc(OC)cc2)N(Cc2ccc(F)cc2)C(=O)C1 (stereo not drawn)
-7.8	9.8	6	Nc1ccc(C(=O)Oc2ccc([N+](=O)[O-])cc2)c(O)c1
-78.7	18.2	10	COC(=O)CCC(=O)OC1(C)C(=O)C2=CN(CCN3CCOCC3)C(c3ccc(OC)cc3)=CC2=C(Br)C1=O (stereo not drawn)
-74.5	17.5	15	CC1(OC(=O)C2CCCC2)C(=O)C=C2C=C(c3ccsc3)N(CCc3c[nH]c4ccccc34)C=C2C1=O (stereo not drawn)
-10.4	0.5	6	CN(C)CCC1c2ccc(Cl)cc2CCc2cccnc21 (stereo not drawn) (tested in a mixture with another compound)
-31.3	4.0	6	Oc1ccc(/C=C/c2cnccn2)cc1
-7.7	7.7	4	Cc1ccc(C)c(C(=O)CCC(=O)O)c1
-48.5	20.5	7	CC(/C=C/C1(O)C(C)CC(O)CC1(C)C)OC1OC(CO)C(O)C(O)C1O (stereo not drawn)
-24.6	-1.9	7	Cc1ccc(-c2ccc([C@H]3[C@@H]4C=CCC[C@@]4(C)C(=O)N3Cc3ccccc3)c(F)c2)cc1
-29.8	-14.2	10	O=C(O)CCC(=O)N1CCC[C@H]1C(=O)O
-35.1	3.1	8	COc1ccc(Cl)cc1C(=O)Nc1cc(=O)n(C)c(=O)n1C
-86.1	14.7	8	COc1ccc(C(CC(=O)N2CCN(c3ccccc3)CC2)c2c(O)cc(OC)cc2OC)cc1 (stereo not drawn)
4.2	67.8*	17	CCC(=O)OC1(C)C(=O)C=C2C=C(c3ccsc3)OC=C2C1=O (stereo not drawn)
-13.2	0.7	8	COc1ccc(NC(=O)Nc2ccc(C(C)C)cc2)cc1
-23.2	3.3	5	Oc1cc2ccccc2nc1-c1ccccc1Cl
-5.1	9.2	20	CC#CCN1c2ccccc2[C@]23C[C@@H](C(=O)OC)N=C2NC(C(=O)OC)=C(C(=O)OC)[C@H]13
